Screening results as filed in PubChem BioAssay.
IDH1 R132H inh – human IDH1 R132H inhibition; Potency, µM (highest dose often 76.6 µM), for the others: top-dose activity change, negative = inhibition, usual class: inhibitors; O75874; actives 0.093% (n = 390,000); AID 602179; IDH1-R132H enzyme, NADPH consumption, diaphorase/resazurin fluorescence; also: potency is read from the fitted curve at half-maximal effect; % is scaled to controls: 0 for no effect and ±100 for the full control effect; nearly all actives have a fitted effect of over 65% in size
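IDH1-R132H (0.5 ug/mL) preincubated 30 min with compound, then NADPH (0.016 mM) and alpha-KG (2 mM) added; 80 min at RT, pH 7.5. Remaining NADPH coupled via diaphorase/resazurin to fluorescence (540/590 nm); concentration-response curves normalized to no-enzyme control.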
PI4K2A inh – PI4K2A (human) kinase inhibition. activity change, negative = inhibition, % at 76.9 µM. purified PI4K2A, ADP-Glo luminescence, 1 h; stronger effect = lower value. Q9BTU6. actives 0.13% (n = 420,000); in the data active = activity change below about -50%; inconclusive = mostly about -30% to -49%;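 also: -100% = wells without enzyme as full effect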
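PI4K2A activity was measured by ADP-Glo luminescence: enzyme (4 ug/mL stock) and phosphatidylinositol (1.2 mM stock) in Tris pH 7.5/MgCl2/EGTA/Triton X-100 buffer were reacted with ATP (300 microM stock) for one hour at ambient temperature.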
TrxR1 substrate – rat thioredoxin reductase 1 substrate activity | O89049 | purified TrxR1 substrate turnover, NADPH consumption readout | Potency, µM (series often up to 114 µM), without a hit: at the top dose activity change, negative = substrate turnover | actives 0.01% (n = 390,000) | AID 588456; also: potency is read from the fitted curve at half-maximal effect; % is scaled to controls: 0 for no effect and ±100 for the full control effect; nearly all actives have a fitted effect of over 50% in size
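Rat TrxR1, dispensed at 90 nM, was prereduced with 400 uM NADPH (final) for 5 min at ~22 deg C, then incubated with compound 15 min before 400 uM selenite. A first-read NADPH fluorescence drop versus no-compound background flagged substrates.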
RXFP1 ag – agonists of human relaxin receptor RXFP1. Q9HBX9. HEK293T-RXFP1 cAMP TR-FRET, 30 min; response scale: percent of porcine relaxin response, buffer zero. Potency, µM (top dose mostly 57.5 µM), for inactives: at the highest dose activation, hits mostly activators. actives 0.3% (n = 370,000). AID 2676; also: potency is read from the fitted curve at half-maximal effect; % is scaled to controls: 0 for no effect and ±100 for the full control effect; nearly all actives have a fitted effect of over 60% in size; many of its hits are not listed in these tables
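cAMP rise read by TR-FRET after 30 min, 37C compound exposure (up to 58 uM) in RXFP1-transfected HEK293 cells with Ro 20174 present. EC50 from Hill-equation fits, with 29 nM porcine relaxin as 100% and buffer as basal.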
Vif-A3G inh – Vif-A3G binding inhibition. HeLa A3G-eYFP + Vif (tagged APOBEC3G with the HIV-1 protein that degrades it), YFP fluorescence, overnight. Potency, µM (series often up to 46.1 µM), for inactives: at the top dose activity, negative = active, most hits filed as inhibitors. actives 0.076% (n = 410,000). AID 602310;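 also: potency is read from the fitted curve at half-maximal effect; % is scaled to controls: 0 for no effect and ±100 for the full control effect; nearly all actives have a fitted effect of over 60% in size; hits raise eYFP signal because A3G escapes Vif-driven loss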
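HeLa cells stably expressing Vif and C-terminally eYFP-tagged A3G, seeded overnight at 37 deg C, then exposed to compound by pintool overnight at 37 deg C. Rise in yellow fluorescence (Ex 488/Em 500-530, Acumen) marks blocked Vif-driven A3G degradation.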
Vif-A3F inh – inhibitors of Vif-A3F interaction; Potency, µM (series often up to 46.1 µM), inactives show top-dose activity, negative = active; HeLa A3F-eYFP + Vif (tagged APOBEC3F with the HIV-1 protein that degrades it), YFP fluorescence increase; actives 0.2% (n = 390,000); also: potency is read from the fitted curve at half-maximal effect; % of control where 0% means no effect; nearly all actives have a fitted effect of over 65% in size
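HeLa cells stably expressing A3F-eYFP plus Vif, plated and incubated overnight at 37 deg C, then exposed to compounds overnight at 37 deg C. Blocked degradation read as raised yellow fluorescence (Ex 488/Em 500-530).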
LDHA inh – blocks human lactate dehydrogenase A; P00338; purified LDHA, NADH/diaphorase-resazurin fluorescence; stronger effect = lower value; actives 0.15% (n = 480,000); activity change, % (values are at about 110 or 230 µM); in the data active = activity change below about -30%; inconclusive = mostly about -25% to -30%;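 also: plate controls were DMSO wells for no effect and wells without enzyme for full effect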
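Human LDH5 at 2 nM final in Tris HCl pH 7.4 with 0.06 mM NADH and 0.2 mM pyruvate, reacted 5 minutes at room temperature. Remaining NADH coupled via diaphorase/resazurin; resorufin fluorescence read at 0 and 20 minutes, normalized to enzyme-free and DMSO wells.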
Glioma ERSR ind – inducers of ER stress response in human glioma cells. U87-MG GRP78 promoter luciferase reporter, 16 h. Potency, µM, for the others: top-dose activation, most hits filed as activators. actives 0.02% (n = 420,000). AID 602332; also: potency is read from the fitted curve at half-maximal effect; series mostly up to about 76 µM; % of control where 0% means no effect; nearly all actives have a fitted effect of over 35% in size
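Stably transfected U87-MG glioma cells carrying a GRP78-based luciferase sensor; 16 h compound incubation. Luminescence end-point read 10 min after Bright-Glo addition at room temperature.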
USP1 inh – USP1/UAF1 (human) deubiquitinase inhibition; O94782; recombinant USP1/UAF1, Ub-Rhodamine cleavage fluorescence; Potency, µM (series often up to 57.1 µM), for the others: at the top dose activity change, negative = inhibition, usual class: inhibitors; actives 0.23% (n = 390,000); AID 743255; also: potency is read from the fitted curve at half-maximal effect; % is scaled to controls: 0 for no effect and ±100 for the full control effect; nearly all actives have a fitted effect of over 60% in size; inactives centre near -12
Target sequence (O94782 whole entry, looked up): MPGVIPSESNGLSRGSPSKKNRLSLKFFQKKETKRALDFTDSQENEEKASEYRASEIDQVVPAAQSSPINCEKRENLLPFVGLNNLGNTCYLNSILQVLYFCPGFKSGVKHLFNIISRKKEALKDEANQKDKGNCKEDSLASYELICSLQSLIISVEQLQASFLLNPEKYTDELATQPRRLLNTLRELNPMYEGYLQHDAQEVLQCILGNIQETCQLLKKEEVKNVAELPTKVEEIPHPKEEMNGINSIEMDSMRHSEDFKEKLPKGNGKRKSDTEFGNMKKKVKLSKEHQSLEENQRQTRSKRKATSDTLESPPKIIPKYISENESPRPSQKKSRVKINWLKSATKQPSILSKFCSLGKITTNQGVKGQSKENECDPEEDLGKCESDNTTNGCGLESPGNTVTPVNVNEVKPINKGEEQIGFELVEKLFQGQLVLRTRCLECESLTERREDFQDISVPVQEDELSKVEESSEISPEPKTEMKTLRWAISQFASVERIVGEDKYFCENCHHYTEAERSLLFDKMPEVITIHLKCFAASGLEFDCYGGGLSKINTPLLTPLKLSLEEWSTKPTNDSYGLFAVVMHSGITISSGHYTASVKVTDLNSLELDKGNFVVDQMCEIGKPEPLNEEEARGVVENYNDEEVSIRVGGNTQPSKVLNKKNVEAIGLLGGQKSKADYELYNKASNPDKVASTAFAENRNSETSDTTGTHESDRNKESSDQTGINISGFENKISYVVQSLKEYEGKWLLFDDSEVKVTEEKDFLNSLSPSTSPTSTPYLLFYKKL
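In this screen, compounds sit with the deubiquitinase complex (1nM) for 15 min at room temperature before Ub-Rho is added at 150nM final. Fluorescence rise is then followed for 6 reads every 60 seconds.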
* hit, by the source's call; ? = inconclusive; . = not tested or not shown; [ ] = remark or other dose. Unless noted, calls follow the shape of the dose curve; as a rule, active = well fitted curve in the direction sought with a large enough effect; inconclusive = small, poorly fitted or top-dose-only effect, or another doubt; inactive = no such curve, though single readings can be large; an effect the other way counts as inactive or inconclusive.

Key to letters – A = IDH1 R132H inh; B = PI4K2A inh; C = TrxR1 substrate; D = RXFP1 ag; E = Vif-A3G inh; F = Vif-A3F inh; G = LDHA inh; H = Glioma ERSR ind; I = USP1 inh
Cc1ccc(CS(=O)(=O)CCC(=O)NCCCN2CCCC2=O)cc1
  A = -3%	B = 1	C = -3%	D = 0.5%	E = -12%	F = 3%	G = -1	H = -11%	I = -7%

CCc1nnc2c(N3CCN(c4cccc(C)c4)C(C)C3)nc3ccccc3n12 (centres undefined)
  A = 8%	B = -3	C = 35%	D = 12%	E = 5%	F = 1%	G = 5	H = -4%	I = -23%

Cc1cc(NC(=O)CS(=O)(=O)c2cn(Cc3cccc(F)c3)c3ccccc23)no1
  A = 0%	B = 4	C = -3%	D = 0.3%	E = 0%	F = 1%	G = 3	H = -5%	I = -21%

Cc1ccc(Sc2c(C(=O)Nc3ccc(F)cc3F)c(C(F)(F)F)nn2C)cc1
  A = 4%	B = 0	C = 7%	D = -1.9%	E = -5%	F = -8%	G = -3	H = 4%	I = -19%

C/C(=N/Nc1ccc(F)cc1)c1ccc(Cl)s1
  A = 6%	B = 0	C = 12%	D = 0.2%	E = -2%	F = 4%	G = -2	H = -1%	I = -17%

CC(Oc1ccc(Cl)cc1Cl)C(=O)NC1=NN(c2ccccc2)C(=O)C1 (centres undefined)
  A = 3%	B = -4	C = -5%	D = 2.5%	E = -1%	F = 2%	G = -7	H = -7%	I = -17%

COc1cc(NC(=O)CN2C(=O)NC(C)(CCC(C)C)C2=O)cc(OC)c1 (centres undefined)
  A = 2%	B = -3	C = -9%	D = -0.2%	E = 0%	F = .	G = -2	H = -5%	I = 0%

C/C(=N/n1cnnc1)c1cccnc1
  A = 0%	B = 3	C = -12%	D = 0.0%	E = 0%	F = -6%	G = 2	H = -2%	I = -4%

COc1cccc(-c2nnn(CC(=O)Nc3cc(OC)c(NC(=O)c4ccco4)cc3OC)n2)c1
  A = 0%	B = -14	C = 10%	D = -1.0%	E = -16%	F = 5%	G = -3	H = -9%	I = 0%

COC(=O)N/N=C1\CCCc2c(C)cc(C)cc21
  A = 6%	B = 12	C = 1%	D = 0.7%	E = -3%	F = -3%	G = -3	H = -2%	I = -21%

CCc1ccccc1N(CC(=O)Nc1cccc(N(C)S(C)(=O)=O)c1)S(C)(=O)=O
  A = 1%	B = -4	C = 3%	D = 0.3%	E = -1%	F = -9%	G = -12	H = 0%	I = -1%

C[C@@H](C(=O)Nc1ccc2ccccc2c1)[C@H]1C[C@]1(C)[C@H](NC(=O)c1cnccn1)c1ccccc1
  A = -5%	B = 2	C = 0%	D = 0.3%	E = -11%	F = 6%	G = 1	H = -3%	I = ?

COc1ccc(C(=O)N(CCc2ccccc2)Cc2ccccc2)c(OC)n1
  A = 3%	B = 3	C = -14%	D = 0.2%	E = -1%	F = 7%	G = 1	H = -2%	I = ?

COc1cn(-c2ccccc2)nc1C(=O)Nc1ccc(C)cc1Cl
  A = -2%	B = 1	C = 11%	D = -0.7%	E = -2%	F = 1%	G = -7	H = ?	I = -24%

Cc1ccc(/C=C2/SC(=S)N(CCCC(=O)Nc3cc([N+](=O)[O-])ccc3O)C2=O)cc1
  A = -8%	B = 3	C = 1%	D = -3.9%	E = 2%	F = 1%	G = -2	H = -11%	I = -20%

2 compounds from above, limited to Vif-A3G inh:
smiles | Vif-A3G inh
C/C(=N/n1cnnc1)c1cccnc1 | 0%
COc1cccc(-c2nnn(CC(=O)Nc3cc(OC)c(NC(=O)c4ccco4)cc3OC)n2)c1 | -16%

Next part:
Key to letters – A = IDH1 R132H inh; B = PI4K2A inh; C = TrxR1 substrate; D = RXFP1 ag; E = Vif-A3G inh; F = Vif-A3F inh; G = LDHA inh; H = Glioma ERSR ind; I = USP1 inh
O=C(CC1C(=O)NCCN1Cc1cccc(Oc2ccccc2)c1)NCCn1cccn1 (centres undefined)
  A = -2%	B = 6	C = 5%	D = -2.7%	E = -4%	F = 2%	G = -12	H = -6%	I = -15%

CCCCc1ccc(NC(=O)C2CCCO2)cc1 (centres undefined)
  A = 2%	B = 1	C = -7%	D = 0.6%	E = 0%	F = .	G = -2	H = 1%	I = -8%

CS(=O)(=O)c1ccc(Cl)c(NC(=O)CCCc2nc3ccccc3c(=O)[nH]2)c1
  A = 0%	B = 3	C = 3%	D = -0.3%	E = 1%	F = 4%	G = -3	H = -3%	I = -5%

O=C1CC2(CCCC2)Oc2ccc(Cl)cc21
  A = 10%	B = -1	C = 48%[activator]	D = .	E = -3%	F = -3%	G = -1	H = -4%	I = -25%

O=C(COC(=O)CCSc1ccccc1)Nc1ccccc1
  A = 15%	B = -3	C = 1%	D = .	E = 10%	F = -15%	G = 1	H = 3%	I = -11%

Cc1ccc(N(CC(=O)NCc2ccccc2)C(=O)CCC(=O)Nc2ccccn2)cc1C
  A = 5%	B = 1	C = -2%	D = 1.3%	E = 0%	F = 6%	G = -3	H = -1%	I = -21%

COc1ccc(COc2ccccc2C(=O)Nc2ccccn2)cc1[N+](=O)[O-]
  A = 15%	B = 5	C = 10%[57.1 µM]	D = -0.2%	E = -2%	F = 11%	G = -2	H = -3%	I = -4%

CC(C)NC(=O)c1c(O)c2cccc3c2n(c1=O)CCC3
  A = -3%	B = 4	C = 5%	D = 1.3%	E = -8%	F = 3%	G = -3	H = -2%	I = -13%

CC(C(=O)N1CCCCCC1)c1ccc([N+](=O)[O-])cc1 (centres undefined)
  A = -13%	B = -5	C = -5%	D = -2.7%	E = 2%	F = 1%	G = -10	H = -4%	I = 0%

COC(=O)c1cccc(NC(=O)CCc2c(C)noc2C)c1
  A = -15%	B = 2	C = 3%	D = 0.4%	E = 3%	F = -1%	G = -19	H = -1%	I = -14%

C/C(=N\N=C(/N)SC1CC(=O)N(c2ccc(Cl)c(Cl)c2)C1=O)c1cccs1 (centres undefined)
  A = -2%	B = -2	C = 5%	D = -2.5%	E = -6%	F = -5%	G = -4	H = 4%	I = -24%

O=C(OCC(=O)N1CCN(S(=O)(=O)c2ccc(Cl)cc2)CC1)c1cc(Br)ccc1O
  A = 5%	B = -3	C = 1%	D = 1.1%	E = -2%	F = 2%	G = 0	H = 0%	I = -16%

COc1cc(NC(=S)N2CCN(c3ccccn3)CC2)cc(OC)c1
  A = 6%	B = -5	C = -11%	D = -1.8%	E = 0%	F = -3%	G = -3	H = 0%	I = 3%

O=C(CCCN1C(=O)c2cccnc2C1=O)Nc1ccc(Br)cc1
  A = 5%	B = 1	C = 4%[57.1 µM]	D = ?	E = 1%	F = -4%	G = -5	H = 1%	I = -8%

O=C(NC1CCCCC1)Sc1ccc(Cl)cc1
  A = 1%	B = ?	C = 4%	D = 0.7%	E = 0%	F = 1%	G = -3	H = 3%	I = -23%

O=C(CSc1nccn1-c1ccc(F)cc1)Nc1ccc2c(c1)OCO2
  A = 9%	B = -7	C = 66%[activator][57.1 µM]	D = -0.8%	E = -11%	F = 3%	G = -3	H = -1%	I = -10%

O=C(NCc1ccc(F)cc1)c1cc(C2CCCCN2C(=O)CCCc2ccccc2)on1 (centres undefined)
  A = .	B = -1	C = .	D = .	E = -2%	F = .	G = -7	H = -5%	I = .

NC(=S)NC(c1ccccc1)c1ccncc1 (centres undefined)
  A = -12%	B = -1	C = 9%[57.1 µM]	D = .	E = 1%	F = -3%	G = -8	H = -3%	I = -2%

COC(=O)c1ccccc1NC(=O)NCc1ccncc1
  A = 6%	B = -2	C = 9%	D = 3.5%	E = -1%	F = 2%	G = -7	H = -3%	I = -21%

CC(C)COC(=O)C1C2C=CC3(CN(C4CCCC4)C(=O)C13)O2 (centres undefined)
  A = -3%	B = 5	C = 5%	D = 0.3%	E = -4%	F = -3%	G = -2	H = -6%	I = -1%

O=C(Nc1nc2ccc(F)cc2s1)c1nc(S(=O)(=O)Cc2ccccc2F)ncc1Cl
  A = 4%	B = -14	C = 3%	D = 2.3%	E = -25%	F = 1%	G = 0	H = -10%	I = -28%

COc1cc(NS(=O)(=O)c2ccc(NC(=O)COc3ccc(C)cc3C)cc2)nc(OC)n1
  A = 0%	B = -4	C = -11%	D = 3.6%	E = -7%	F = -2%	G = 2	H = -5%	I = 1%

O=C(C1CCOCC1)N1CCCC(N2CCN(c3cccc(Cl)c3)CC2)C1 (centres undefined)
  A = 0%	B = -1	C = 5%	D = 0.1%	E = 4%	F = 1%	G = 0	H = -5%	I = -19%

CC1(C(=O)NCc2cccc(C(F)(F)F)c2)CCN1Cc1ccc2ccccc2c1 (centres undefined)
  A = .	B = 1	C = .	D = .	E = 0%	F = .	G = 5	H = -1%	I = .

CCN(CC)CCOC(=O)C1c2ccccc2Oc2ccccc21
  A = 2%	B = -1	C = 10%	D = 0.4%	E = -7%	F = 2%	G = -3	H = -6%	I = -1%

CC1CCC(NC(=O)COC(=O)c2n[nH]c(=O)c3ccccc23)CC1 (centres undefined)
  A = 1%	B = 2	C = -2%	D = 5.2%	E = -1%	F = 11%	G = -2	H = -5%	I = -8%

The list is partial; the hit share may differ from the screen's.
